GalR3 antag: antagonists of human GalR3; O60755; HEK293 GalR3-CNG cAMP membrane potential fluorescence; galR3 body fused to GalR1 C-terminus; inhibition, % at 3 µM; actives 0.44% (n = 360,000); AID 651719;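 active = inhibition above the screen-wide average plus 3 SD, cut at about 13% in these data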;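 note: forskolin and galanin both at EC90 stimulate the cells; cAMP rise reported by CNG channel membrane potential dye signal; 0% = forskolin plus galanin with DMSO and 100% = forskolin alone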
Target sequence (O60755 1-299 limits assumed): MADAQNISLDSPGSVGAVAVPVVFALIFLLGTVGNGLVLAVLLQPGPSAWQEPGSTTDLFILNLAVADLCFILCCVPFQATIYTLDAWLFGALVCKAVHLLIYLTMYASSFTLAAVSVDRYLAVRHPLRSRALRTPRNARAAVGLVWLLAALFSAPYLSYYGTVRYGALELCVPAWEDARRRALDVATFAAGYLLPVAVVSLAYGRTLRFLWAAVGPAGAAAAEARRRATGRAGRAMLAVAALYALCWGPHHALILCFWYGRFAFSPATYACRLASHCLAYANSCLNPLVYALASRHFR
Numbers without * were called inactive. The list is partial; rates above refer to the full screens.

Sample of the layout:
Results for CCCNC(=O)c1cc2c(c(-c3cccc(-c4cc5ccccc5o4)c3)n1)[C@H](CCO)N(C(=O)NC(C)C)C2 ?
GalR3 antag: -8

Results for C=CCNC(=S)N(C)[C@H]1C[C@H]2c3[nH]c4c(-c5ccccc5)cccc4c3CCN2C(=O)[C@H]1[C@H](C)O ?
GalR3 antag: -6

What do the screens show for `Cc1cccc(C)c1NC(=O)C(C)n1c(-c2ccc(=O)[nH]c2)nc2ccccc21` (stereo not drawn)?
GalR3 antag: -8

Results for CSc1ccc(C(O)c2ncc(-c3ccccc3F)[nH]2)cc1 (stereo not drawn) ?
GalR3 antag: -2

What do the screens show for `NS(=O)(=O)c1ccc(NCc2cnc3ccccc3n2)cc1`?
GalR3 antag: -5

What do the screens show for `COC(=O)C1=C(C)N(Cc2ccc(Br)cc2)C(=S)NC1c1ccccc1` (stereo not drawn)?
GalR3 antag: -7

Results for Cc1ccccc1-c1ccc2c(c1)[C@@H]1C[C@H](N(C)C(=O)Nc3ccccc3)[C@H]([C@H](C)O)CN1CC2 ?
GalR3 antag: -2

What do the screens show for `CC1C(=O)N(Cc2cn(CC3CCCCC3)nn2)CCS(=O)(=O)N1Cc1ccc(-c2cccc(CO)c2)cc1` (stereo not drawn)?
GalR3 antag: -6

Results for COc1cccc(C#Cc2ccc3c(c2)O[C@@H](CN(C)C(=O)c2ccccn2)[C@@H](C)CN([C@H](C)CO)S3(=O)=O)c1 ?
GalR3 antag: -7

What do the screens show for `CCOC(=O)C1(C)CCCN(C(=O)c2ccc(F)cc2Cl)C1` (stereo not drawn)?
GalR3 antag: -4

What do the screens show for `O=[N+]([O-])c1ccc(C=NNC(=S)Nc2ccc(F)cc2)cc1`?
GalR3 antag: -2

How did c1nnc(NCNc2nncs2)s1 do in these assays?
GalR3 antag: -6

Results for S=c1[nH]nc(COc2ccccc2)n1-c1ccc(Cl)cc1 ?
GalR3 antag: -12

Results for OCCCNc1ncnc2c1ncn2[C@H]1CN(Cc2ccc3c(c2)OCO3)C[C@@H](CO)O1 ?
GalR3 antag: 4

What do the screens show for `CCOC(=O)C(=Cc1ccc(N(C)C)cc1)C(=O)c1ccccc1`?
GalR3 antag: -6

Main list, previewed entries included:
Results for CCCNC(=O)c1cc2c(c(-c3cccc(-c4cc5ccccc5o4)c3)n1)[C@H](CCO)N(C(=O)NC(C)C)C2 ?
GalR3 antag: -8

Results for C=CCNC(=S)N(C)[C@H]1C[C@H]2c3[nH]c4c(-c5ccccc5)cccc4c3CCN2C(=O)[C@H]1[C@H](C)O ?
GalR3 antag: -6

What do the screens show for `Cc1cccc(C)c1NC(=O)C(C)n1c(-c2ccc(=O)[nH]c2)nc2ccccc21` (stereo not drawn)?
GalR3 antag: -8

Results for CSc1ccc(C(O)c2ncc(-c3ccccc3F)[nH]2)cc1 (stereo not drawn) ?
GalR3 antag: -2

What do the screens show for `NS(=O)(=O)c1ccc(NCc2cnc3ccccc3n2)cc1`?
GalR3 antag: -5

What do the screens show for `COC(=O)C1=C(C)N(Cc2ccc(Br)cc2)C(=S)NC1c1ccccc1` (stereo not drawn)?
GalR3 antag: -7

Results for Cc1ccccc1-c1ccc2c(c1)[C@@H]1C[C@H](N(C)C(=O)Nc3ccccc3)[C@H]([C@H](C)O)CN1CC2 ?
GalR3 antag: -2

What do the screens show for `CC1C(=O)N(Cc2cn(CC3CCCCC3)nn2)CCS(=O)(=O)N1Cc1ccc(-c2cccc(CO)c2)cc1` (stereo not drawn)?
GalR3 antag: -6

Results for COc1cccc(C#Cc2ccc3c(c2)O[C@@H](CN(C)C(=O)c2ccccn2)[C@@H](C)CN([C@H](C)CO)S3(=O)=O)c1 ?
GalR3 antag: -7

What do the screens show for `CCOC(=O)C1(C)CCCN(C(=O)c2ccc(F)cc2Cl)C1` (stereo not drawn)?
GalR3 antag: -4

What do the screens show for `O=[N+]([O-])c1ccc(C=NNC(=S)Nc2ccc(F)cc2)cc1`?
GalR3 antag: -2

How did c1nnc(NCNc2nncs2)s1 do in these assays?
GalR3 antag: -6

Results for S=c1[nH]nc(COc2ccccc2)n1-c1ccc(Cl)cc1 ?
GalR3 antag: -12

Results for OCCCNc1ncnc2c1ncn2[C@H]1CN(Cc2ccc3c(c2)OCO3)C[C@@H](CO)O1 ?
GalR3 antag: 4

What do the screens show for `CCOC(=O)C(=Cc1ccc(N(C)C)cc1)C(=O)c1ccccc1`?
GalR3 antag: -6

What do the screens show for `CCCCCCCCN1C(=O)[C@H](CC(=O)NCCCOCCCC)C[C@@]2(C(=O)OCC)CCCC=C12`?
GalR3 antag: -6

What do the screens show for `C[C@@H]1CN([C@@H](C)CO)C(=O)CCCn2nncc2CO[C@H]1CN(C)S(=O)(=O)c1ccc(-c2ccccc2)cc1`?
GalR3 antag: 13*

Results for CN(C)C(=O)CCc1ccc2c3c([nH]c2c1)[C@]1(C)[C@@H](C(=O)N2CCCCC2)C[C@H](CC(=O)NCc2cccc(C(F)(F)F)c2)C(=O)N1CC3 ?
GalR3 antag: -5

Results for Cc1ccc(S(=O)(=O)N(C)c2ccc(OCC(=O)OCc3cccc(Br)c3)cc2)cc1 ?
GalR3 antag: -8

Results for Nc1ncnc2c1ncn2[C@@H]1O[C@H](C(=O)N[C@@H](CO)c2ccccc2)[C@@H](O)[C@H]1O ?
GalR3 antag: -6

Results for CC1(C(=O)NCCC#N)CCN1C(=O)c1ccccc1CCc1ccccc1 (stereo not drawn) ?
GalR3 antag: -7

How did CSc1ccc(CN2CCC2(C)C(=O)NCc2ccccc2Br)cc1 (stereo not drawn) do in these assays?
GalR3 antag: -6

Results for CC(=O)Nc1cncc(-c2ccccc2CO)n1 ?
GalR3 antag: -5

How did COc1ccc(C2c3cc4c(cc3OC(N3CCOCC3)C2C)OCO4)c(OC)c1 (stereo not drawn) do in these assays?
GalR3 antag: -5

Results for COCCN1C[C@@H](CO)O[C@@H](n2cnc3c(NCc4ccncc4)ncnc32)C1 ?
GalR3 antag: -8

What do the screens show for `CN(C)S(=O)(=O)Nc1ccc(Cc2ccncc2)cc1`?
GalR3 antag: -7

What do the screens show for `NC1(N2SC(S)=C3CCCC=C32)CCCCC1`?
GalR3 antag: -6

How did COCCNc1nc(NCCCN2CCCC2=O)c2sccc2n1 do in these assays?
GalR3 antag: -4

Results for CCN1CCN(C(c2ccccc2)c2nnnn2C(C)(C)C)CC1 (stereo not drawn) ?
GalR3 antag: -7

Results for C(=C\c1ccccc1)/CN1CCN(C(c2nnnn2Cc2ccccc2)C2CC2)CC1 (stereo not drawn) ?
GalR3 antag: -1

How did CCN=C1NC(c2ccc(F)cc2)C(C(=O)OC)=C(C)N1Cc1ccc(C(F)(F)F)cc1 (stereo not drawn) do in these assays?
GalR3 antag: -5

How did Cc1ccc(S(=O)(=O)N2C[C@H]3C(=O)C[C@@H](c4ccccc4)N(S(=O)(=O)c4ccc(C)cc4)[C@H]3C[C@H]2c2ccccc2)cc1 do in these assays?
GalR3 antag: -6

What do the screens show for `O=c1c2ccccc2nnn1-c1ccccc1`?
GalR3 antag: -6

Results for CN1C[C@@H]2[C@@H]3C(=O)N(C)C(=O)[C@@H]3[C@](C)(C1=O)N2C(=O)c1ccc(Br)cc1 ?
GalR3 antag: -4

Results for COC(=O)C(=O)C1CCc2c(Cl)cc(OC)c(OC)c2C1=O (stereo not drawn) ?
GalR3 antag: -4

What do the screens show for `O=C(NCc1ccccc1)[C@H]1CCCN1C(=O)[C@H]1CCCN1C(=O)c1cccc(Cl)c1`?
GalR3 antag: -2

How did C#CCN(C[C@H]1[C@H](OC(=O)NCc2ccco2)[C@H](OC(=O)NCc2ccco2)C[C@@H](C(=O)OC)[C@H]1C(=O)OC)S(=O)(=O)c1ccc(C)cc1 do in these assays?
GalR3 antag: -6

How did Cc1ccccc1CN1CCN(C(=O)[C@H]2O[C@@H](n3ccc(=O)[nH]c3=O)[C@H](O)[C@@H]2O)CC1 do in these assays?
GalR3 antag: -3

How did CCCCn1c(N)c(N(CCOC)C(=O)CCN2C(=O)C3CC=CCC3C2=O)c(=O)[nH]c1=O (stereo not drawn) do in these assays?
GalR3 antag: -3

What do the screens show for `COC(=O)C1=C(C)N(Cc2cccc(C(F)(F)F)c2)C(=NCc2ccc(C(F)(F)F)cc2)NC1c1ccccc1` (stereo not drawn)?
GalR3 antag: -6

What do the screens show for `O=C(O)c1ccc(CNC(=O)c2ccc(S(=O)(=O)N3CCCC3)cc2)cc1`?
GalR3 antag: 0

What do the screens show for `CC12CC(O)C3C(CCC4=CC(=O)CCC43C)C1CCC2=CCO` (stereo not drawn)?
GalR3 antag: -5

Results for CC(=O)N1CCC(C(=O)N2c3ccccc3N=C(c3ccc(C(F)(F)F)cc3)C2C(=O)NC2CCCC2)CC1 (stereo not drawn) ?
GalR3 antag: -6

What do the screens show for `O=C(CCN=C1NS(=O)(=O)c2ccccc21)OCc1c(F)c(F)c(F)c(F)c1F`?
GalR3 antag: -2

How did CCCCn1nnnc1-c1nc2ccccc2[nH]c1=O do in these assays?
GalR3 antag: -5

How did COC(=O)c1ccc(N2C(c3cc(OC)cc(OC)c3)=Cc3ccc(-c4ccc(C(N)=O)cc4)cc3C2CC(=O)C2CC2)cc1 (stereo not drawn) do in these assays?
GalR3 antag: -3

Results for COC(=O)[C@]12CCCCC=C1N(Cc1ccccc1)C(=O)[C@H](CC(=O)NCc1ccccc1)C2 ?
GalR3 antag: -2

What do the screens show for `O=C(Nc1ccc(Br)cc1Br)Nc1cccc2[nH]c([C@@H]3O[C@H](CO)[C@@H](O)[C@H](O)[C@H]3O)nc12`?
GalR3 antag: -2

Results for C[C@H](c1ccccc1)N1C[C@@H](COCc2ccccc2)Oc2cccc(Oc3ccc(C(C)(C)C)cc3)c2S1(=O)=O ?
GalR3 antag: -2

Results for CCc1nc2ccc(C(=O)NCCOc3ccc(OC)cc3)cn2c1N(C)CCCc1ccccc1 ?
GalR3 antag: -7

Results for CC(c1ccccn1)C(C)(O)C(C)c1ccccn1 (stereo not drawn) ?
GalR3 antag: -6

What do the screens show for `CNc1cnc(-c2cc(OC)c(OC)c(OC)c2)cn1`?
GalR3 antag: -4

Results for COCCNC(=O)C1(C)CCCN(Cc2cn(C)c3ccccc23)C1 (stereo not drawn) ?
GalR3 antag: -2

What do the screens show for `CCCCCOc1ccc(C(=O)OCC(=O)Nc2cc(C)on2)cc1`?
GalR3 antag: -2

What do the screens show for `Clc1ccc(CSc2cnnc3ccccc23)cc1Cl`?
GalR3 antag: -5

How did CCOc1ccc(-c2cc(C(=O)NC3CCCCC3)[nH]n2)c(C)c1 do in these assays?
GalR3 antag: -6

What do the screens show for `Nc1nc2c(ncn2[C@@H]2O[C@H](C(=O)N[C@H](Cc3ccccc3)C(=O)O)[C@@H](O)[C@H]2O)c(=O)[nH]1`?
GalR3 antag: -6

What do the screens show for `CCC(=O)N1CCCC(C(=O)Nc2nc3ccccc3n2C)CC1` (stereo not drawn)?
GalR3 antag: 11

What do the screens show for `Cc1ccc(S(=O)(=O)N2C[C@H]3[C@H]4C(=O)N(C)C(=O)[C@H]4CC(=O)[C@H]3[C@@H]2c2ccccc2F)cc1`?
GalR3 antag: -5

What do the screens show for `COc1ccc(S(=O)(=O)N2CCCCC2)cc1NC(=O)CCc1cc(OC)c(OC)c(OC)c1`?
GalR3 antag: -4

Results for CCOC(=O)N1CCN(C(C(=O)NC2CCCC2)c2ccco2)CC1 (stereo not drawn) ?
GalR3 antag: -5

What do the screens show for `COc1ccc(C=Cc2ccc3ccccc3n2)c(OC)c1`?
GalR3 antag: 0

What do the screens show for `Cc1c(CN2CCN(c3ncc(Cc4ccccc4)cn3)CC2)c(=O)n(-c2ccccc2)n1C`?
GalR3 antag: -8

What do the screens show for `Cc1ccc2c(CN3CCN(S(=O)(=O)c4ccc(Cl)cc4)CC3)cc(=O)oc2c1C`?
GalR3 antag: -3

Results for COc1ccccc1N(C)S(=O)(=O)c1ccc(C(=O)NCc2ccccc2CN2CCCC2)cc1 ?
GalR3 antag: -3

Results for COC(=O)[C@@]1(Cc2ccccc2)[C@H]2C(=O)N(C)C(=O)[C@H]2[C@H]2CN=C(SC)N21 ?
GalR3 antag: -5

Results for CCCC(=O)N1CCC1(C)C(=O)NS(=O)(=O)c1ccccc1 (stereo not drawn) ?
GalR3 antag: -6

Results for Cc1ccc(Nc2ncnc(Cl)c2N)cc1 ?
GalR3 antag: -6

What do the screens show for `Cc1cc2c(=O)n(C)c(SCC(=O)NCC3CCCO3)nc2s1` (stereo not drawn)?
GalR3 antag: -4

How did O=C(Nc1ccc(C(=O)N2CCCC2)cc1)C1CCCCC1 do in these assays?
GalR3 antag: -4

What do the screens show for `CCN(CC(=O)NCc1cccs1)C(=O)c1ccc(S(=O)(=O)Nc2ccccc2OC)cc1`?
GalR3 antag: -4

What do the screens show for `COC(=O)C1=CN(c2ccc(N3CCOCC3)cc2)C(N)=C(C#N)C1c1cccc(F)c1` (stereo not drawn)?
GalR3 antag: -6

Results for CCN(CC)C(=O)C1=C(C)N(Cc2ccc(C(C)(C)C)cc2)C(=O)C(CC(=O)NCCCCc2ccccc2)C1 (stereo not drawn) ?
GalR3 antag: -7

Results for COC(=O)C1(C)NC(c2cccc(C)c2)C2C(=O)N(c3ccccc3)C(=O)C21 (stereo not drawn) ?
GalR3 antag: -4

What do the screens show for `O=C(N/N=C/c1ccc(N2CCOCC2)s1)c1ccc(O)cc1`?
GalR3 antag: 5

What do the screens show for `Cc1cccc(S(=O)(=O)NC(=O)C2(C)CCN2C(=O)c2ccccc2CCc2ccccc2)c1` (stereo not drawn)?
GalR3 antag: 2

How did Cc1ccc([C@@H]2C[C@H]3[C@@H](CN2S(=O)(=O)c2ccc(Cl)cc2)C(=O)C[C@@H](c2cccc4ccccc24)N3S(=O)(=O)c2ccc(C)cc2)cc1 do in these assays?
GalR3 antag: -5

How did OC(c1ccc(F)c(F)c1)c1nc(-c2cncnc2)cs1 (stereo not drawn) do in these assays?
GalR3 antag: -4

How did COc1cc(Cl)c(CNC[C@H]2O[C@@H](n3cnc4c(N)ncnc43)[C@H](O)[C@@H]2O)c(Cl)c1O do in these assays?
GalR3 antag: -5

Results for CCN1C[C@@H]2[C@@H]3C(=O)N(Cc4ccccc4)C(=O)[C@@H]3[C@](C)(C1=O)N2C(=O)c1ccc(C)cc1 ?
GalR3 antag: -9

Screening results from PubChem BioAssay.
